Screening results (PubChem BioAssay)
NPSR antag: qHTS Assay for Antagonists of the Neuropeptide S Receptor: cAMP Signal Transduction | Q6W5P4 | CHO-NPSR cells, cAMP TR-FRET, antagonist mode | Potency, µM (series often up to 38.3 µM), inactives show at the highest dose activity change, negative = inhibition, actives largely listed as inhibitors | hit rate 1% among 220,000; further: potency means the concentration at half of the fitted maximal effect; on the % scale 0 is the no-effect control and ±100 the full control effect; nearly all actives have a fitted effect of over 50% in size; many of its hits are not listed in these tables
GLA spleen mod: qHTS Assay for Inhibitors and Activators of Human alpha-Galactosidase From Spleen Homogenate | AID 2107, 2009 | Potency, µM (titrated, usually from 80 µM), inactives show at the highest dose activity change, negative = inhibition, most hits filed as inhibitors | human spleen homogenate, 4MU-alpha-Gal fluorescence, 40 min | Alpha-galactosidase A (Homo sapiens), P06280 | hit rate 0.008% among 240,000;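 further: potency means the concentration at half of the fitted maximal effect; 0% = enzyme with vehicle and -100% = no enzyme basal signal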
Target sequence (P06280 32-429 limits assumed): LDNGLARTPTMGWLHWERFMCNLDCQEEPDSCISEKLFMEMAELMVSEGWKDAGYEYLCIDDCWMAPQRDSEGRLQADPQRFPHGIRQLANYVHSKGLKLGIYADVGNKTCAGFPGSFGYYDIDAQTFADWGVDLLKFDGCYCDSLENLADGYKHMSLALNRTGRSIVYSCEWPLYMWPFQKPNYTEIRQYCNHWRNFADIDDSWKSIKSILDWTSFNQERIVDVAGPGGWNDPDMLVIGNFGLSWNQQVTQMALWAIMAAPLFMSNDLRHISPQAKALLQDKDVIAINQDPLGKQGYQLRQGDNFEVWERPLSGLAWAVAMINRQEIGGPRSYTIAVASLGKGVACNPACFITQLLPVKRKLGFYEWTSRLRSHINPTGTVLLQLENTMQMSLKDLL
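qHTS titration in buffer at pH 5.0. Alpha-galactosidase activity in spleen homogenate was measured via 4-methylumbelliferone release from 1 mM fluorogenic substrate after 40 min at 37C and a pH 10 stop. AC50 came from Hill fits of control-normalized data.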
Epigenetic reg: Quantitative High-Throughput Screen for Regulators of Epigenetic Control; AID 1865, 2009; murine LDR cells, GFP reporter derepression, 30 h; Potency, µM (highest dose often 53.9 µM), inactives show at the top dose GFP activation, hits mostly activators; hit rate 0.2% among 280,000; further: potency means the concentration at half of the fitted maximal effect; % of control where 0% means no effect; nearly all actives have a fitted effect of over 60% in size
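Derepression of a silenced CMV-GFP reporter in murine LDR cells is scored by enumerating GFP-positive cells with a laser-scanning microplate cytometer after 30 hours of treatment at 37 C.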
CBFb RUNX1 block: qHTS Assay for Compounds Blocking the Interaction Between CBF-beta and RUNX1 for the Treatment of Acute Myeloid Leukemia; Potency, µM (top dose mostly 59.8 µM), without a hit: at the highest dose activity, negative = inhibition, actives largely listed as inhibitors; AlphaScreen CBFb-His/RUNX1-biotin binding, biochemical; 230,000 tested, under 10 active; Runt-related transcription factor 1 (Homo sapiens) + Core-binding factor subunit beta …; further: % of control where 0% means no effect
Target sequence (Q01196 whole entry, looked up): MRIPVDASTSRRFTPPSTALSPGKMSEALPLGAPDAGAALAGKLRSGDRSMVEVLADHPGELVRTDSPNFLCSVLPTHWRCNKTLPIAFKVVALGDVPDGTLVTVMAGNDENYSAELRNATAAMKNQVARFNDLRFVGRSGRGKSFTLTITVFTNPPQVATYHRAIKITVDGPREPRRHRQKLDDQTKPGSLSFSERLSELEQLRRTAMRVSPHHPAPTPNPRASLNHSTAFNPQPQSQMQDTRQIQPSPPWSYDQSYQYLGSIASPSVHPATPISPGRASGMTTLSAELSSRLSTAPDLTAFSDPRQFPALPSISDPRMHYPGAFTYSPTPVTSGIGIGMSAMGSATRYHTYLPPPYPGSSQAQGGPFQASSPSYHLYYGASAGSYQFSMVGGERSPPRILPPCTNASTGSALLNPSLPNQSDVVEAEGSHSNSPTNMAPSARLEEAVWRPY
Target sequence (Q13951 whole entry, looked up): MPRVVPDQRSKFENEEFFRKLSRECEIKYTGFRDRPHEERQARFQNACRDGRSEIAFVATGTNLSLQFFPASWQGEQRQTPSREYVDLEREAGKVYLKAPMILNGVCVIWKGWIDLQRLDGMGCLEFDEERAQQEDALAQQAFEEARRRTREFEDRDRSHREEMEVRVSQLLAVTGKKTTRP
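His-tagged CBF-beta and biotinylated RUNX1 (30 nM each) were premixed 20 min at room temperature, exposed to compound for 15 min, then given nickel-chelate and streptavidin AlphaScreen beads (50 ng each). After 90 min, AlphaScreen signal was read.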
Lamin A splicing: qHTS Assay for Modulators of Lamin A Splicing. HeLa LMNA splicing GFP/RFP minigene ratio, 48 h. Potency, µM (doses to about 46.1 µM), inactives show top-dose ratio change, negative = inhibition, most hits filed as inhibitors. hit rate 0.01% among 200,000; active means well fitted inhibition curve with a large enough effect in the signal ratio, with a control signal flat, not every such curve was filed as active; inconclusive means small, poorly fitted or top-dose-only effect, or effect the other way, or a change in a side signal; the % refers to the signal ratio; further: potency means the concentration at half of the fitted maximal effect; on the % scale 0 is the no-effect control and ±100 the full control effect
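S3 HeLa stable clones carrying a lamin A-EGFP splicing minigene plus DsRed2 were seeded at 600 cells/well in Opti-MEM with 2% FBS, pin-dosed and incubated 48 h at 37°C. Acumen cytometry (488 nm) gave the GFP/RFP total-intensity ratio.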
IMPase Li inh: qHTS Assay for Identifying the Cell-Membrane Permeable IMPase Inhibitors: Potentiation with Lithium; CHO-M1 cells, IP1 TR-FRET (IP-One), carbachol + lithium; AID 1457, 2008; hit rate 0.35% among 210,000; Potency, µM (top dose mostly 59.4 µM), without a hit: at the top dose activity, negative = IMPase inhibition, hits mostly inhibitors;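 further: IP1 builds up when IMPase is blocked and the TR-FRET signal falls; potency means the concentration at half of the fitted maximal effect; plate controls were basal vehicle for no effect and high inhibitor control for full effect; nearly all actives have a fitted effect of over 50% in size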
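Concentration–response in CHO-M1 cells, lithium-potentiated; 30 min at 37C. IP1 detected by competitive TR-FRET after 10 min lysis at RT. Hill-fitted AC50.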
Luc counter: Counterscreen for Luciferase (Kinase-Glo TM) Inhibition; Luciferin 4-monooxygenase (Photuris pensylvanica), Q27757; Kinase-Glo luciferase, ATP luminescence, 8 min; Potency, µM (top dose mostly 38.3 µM), inactives show top-dose activity change, negative = inhibition, usual class: inhibitors; hit rate 0.28% among 200,000; AID 1379, 2008; further: potency means the concentration at half of the fitted maximal effect; on the % scale 0 is the no-effect control and ±100 the full control effect; nearly all actives have a fitted effect of over 60% in size
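Recombinant Kinase-Glo luciferase, 10 uM ATP (linear range), luciferin; imidazole pH 7.2 / KCl / MgCl2 / Tween / BSA buffer; 8 min RT; luminescence.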
An asterisk follows results filed as active; & = joins results of further samples; [ ] = dose if it differs, or a comment. Unless noted, the call rests on the fitted dose curve; in most records, active means well fitted curve in the direction sought with a large enough effect; inconclusive means small, poorly fitted or top-dose-only effect, or another doubt; inactive means no such curve, though single readings can be large; an effect the other way counts as inactive or inconclusive. An excerpt; count on the stated rates, not on these rows.

What do the screens show for `Cc1cc(Cl)c(S(=O)(=O)NCCC(=O)O)cc1OCC(N)=O`?
NPSR antag: -3%[46.1 µM]; GLA spleen mod: 2%; Epigenetic reg: -1.0%; CBFb RUNX1 block: 1%; Lamin A splicing: 6%; IMPase Li inh: 12%[38.3 µM]; Luc counter: -2%

What do the screens show for `CCOC(=O)C1OC1C(=O)NC(CC(C)C)C(=O)NCCC(C)C` (centres undefined)?
GLA spleen mod: -14%; Epigenetic reg: 0.8%; CBFb RUNX1 block: 16%; IMPase Li inh: 7%

Results for Cc1cc(C(=O)N2CCC(C)CC2)on1 ?
NPSR antag: 10%; GLA spleen mod: 9%; Epigenetic reg: 0.3%; CBFb RUNX1 block: 9%

How did Cc1ccccc1Sc1c(C#N)c(-c2ccccc2)nn1C do in these assays?
NPSR antag: -29%[46.1 µM]; GLA spleen mod: -3%; Epigenetic reg: -0.3%; CBFb RUNX1 block: inconclusive; Lamin A splicing: inconclusive; IMPase Li inh: 10%[38.3 µM]; Luc counter: -1%

What do the screens show for `O=C(NNc1cccc(Cl)n1)c1ccc(Cl)cc1Cl`?
NPSR antag: -2%[46.1 µM]; GLA spleen mod: 7%; Epigenetic reg: -0.9%; CBFb RUNX1 block: 0%; Lamin A splicing: 7%; IMPase Li inh: 0%[38.3 µM]; Luc counter: -4%

How did Cc1ccccc1Nc1nc(N)nc(CN2CCN(c3ccccn3)CC2)n1 do in these assays?
NPSR antag: -15%[46.1 µM]; GLA spleen mod: 9%; Epigenetic reg: 0.0%; CBFb RUNX1 block: -9%; Lamin A splicing: -3%; IMPase Li inh: 10%[38.3 µM]; Luc counter: 2%

What do the screens show for `O=C1c2ccccc2C(=O)c2c(Nc3ccc(CCO)cc3)ccc(O)c21`?
NPSR antag: inconclusive; GLA spleen mod: 4%; Epigenetic reg: 1.1%; Lamin A splicing: inconclusive

What do the screens show for `O=C(NCCO)c1ccc(CSc2nc3ccccc3[nH]2)cc1`?
NPSR antag: 14%; GLA spleen mod: 6%; Epigenetic reg: -2.0%; CBFb RUNX1 block: 18%; Lamin A splicing: inconclusive; IMPase Li inh: -5%; Luc counter: 2%

What do the screens show for `CC1=C(C(=O)OCc2ccccc2)C(c2ccc([N+](=O)[O-])cc2)NC(=O)N1CCCCCC(=O)O` (centres undefined)?
NPSR antag: -29%; GLA spleen mod: 1%&10%; Epigenetic reg: -3.0%&1.5%; CBFb RUNX1 block: 1%[2.36 µM]; Lamin A splicing: 11%; IMPase Li inh: -2%&-11%; Luc counter: 0%&3%

Results for CC(=O)c1ccc(OCCCC(=O)NCC(c2ccco2)N(C)C)cc1 (centres undefined) ?
NPSR antag: -5%[46.1 µM]; GLA spleen mod: 11%; Epigenetic reg: 1.5%; CBFb RUNX1 block: 0%; Lamin A splicing: 7%; IMPase Li inh: 9%[38.3 µM]; Luc counter: -5%

Brought forward from above: 3 entries, then new ones.
What do the screens show for `O=C(NCCO)c1ccc(CSc2nc3ccccc3[nH]2)cc1`?
NPSR antag: 14%; GLA spleen mod: 6%; Epigenetic reg: -2.0%; CBFb RUNX1 block: 18%; Lamin A splicing: inconclusive; IMPase Li inh: -5%; Luc counter: 2%

What do the screens show for `CC1=C(C(=O)OCc2ccccc2)C(c2ccc([N+](=O)[O-])cc2)NC(=O)N1CCCCCC(=O)O` (centres undefined)?
NPSR antag: -29%; GLA spleen mod: 1%&10%; Epigenetic reg: -3.0%&1.5%; CBFb RUNX1 block: 1%[2.36 µM]; Lamin A splicing: 11%; IMPase Li inh: -2%&-11%; Luc counter: 0%&3%

Results for CC(=O)c1ccc(OCCCC(=O)NCC(c2ccco2)N(C)C)cc1 (centres undefined) ?
NPSR antag: -5%[46.1 µM]; GLA spleen mod: 11%; Epigenetic reg: 1.5%; CBFb RUNX1 block: 0%; Lamin A splicing: 7%; IMPase Li inh: 9%[38.3 µM]; Luc counter: -5%

Results for COc1cc(CCC(=O)Nc2ccc(Cl)c(C(F)(F)F)c2)cc(OC)c1OC ?
NPSR antag: -11%; GLA spleen mod: -1%; Epigenetic reg: 2.6%; CBFb RUNX1 block: 3%; Lamin A splicing: inconclusive; IMPase Li inh: 0%; Luc counter: 23%

Results for CCCOc1ccc(N2C(=O)CC(N3CCN(CCN=CC4C(=O)CC(C)(C)CC4=O)CC3)C2=O)cc1 (centres undefined) ?
NPSR antag: 12%; GLA spleen mod: -7%; Epigenetic reg: -1.2%; CBFb RUNX1 block: -17%; IMPase Li inh: 1%; Luc counter: 3%

Results for O=C(CSCc1c(Cl)cccc1Cl)NCC1CCCO1 (centres undefined) ?
NPSR antag: -2%[46.1 µM]; GLA spleen mod: -1%; Epigenetic reg: -2.1%; CBFb RUNX1 block: -1%; Lamin A splicing: 6%; IMPase Li inh: -9%[38.3 µM]; Luc counter: -1%

What do the screens show for `Cc1cccc(NC(=O)C2CCN(S(=O)(=O)c3cccc4cccnc34)CC2)n1`?
NPSR antag: 5%[46.1 µM]; GLA spleen mod: 10%; Epigenetic reg: 1.0%; CBFb RUNX1 block: -11%; Lamin A splicing: -16%; IMPase Li inh: 12%[38.3 µM]; Luc counter: 2%

Results for O=C(O)CCCC(=O)Nc1ccc(Br)cc1C(=O)O ?
NPSR antag: -16%[46.1 µM]; GLA spleen mod: 1%; Epigenetic reg: -1.3%; CBFb RUNX1 block: 2%; Lamin A splicing: -4%; IMPase Li inh: 4%; Luc counter: 4%

Results for Cc1ccc(C(=O)Nc2ccc3c(c2)OCO3)o1 ?
NPSR antag: 0%[46.1 µM]; GLA spleen mod: -6%; Epigenetic reg: 0.9%; CBFb RUNX1 block: -2%; Lamin A splicing: 5%; IMPase Li inh: 13%[38.3 µM]; Luc counter: inconclusive

What do the screens show for `COc1cccc(-n2cc(CNCc3cn(C)nc3-c3ccccc3F)cn2)c1`?
NPSR antag: -11%; GLA spleen mod: -7%; Epigenetic reg: -1.5%; CBFb RUNX1 block: -3%

Results for N/C(=N\OC(=O)/C=C/c1ccccc1)c1cccnc1 ?
NPSR antag: 7%; GLA spleen mod: 10%; Epigenetic reg: -0.7%[10.1 µM]; CBFb RUNX1 block: 5%; Lamin A splicing: inconclusive; IMPase Li inh: 4%; Luc counter: -7%

What do the screens show for `Cc1ccccc1Nc1nc(N)nc(COC(=O)c2ccc(S(=O)(=O)N(C)C)cc2)n1`?
NPSR antag: 8%; GLA spleen mod: 10%; Epigenetic reg: -0.9%; CBFb RUNX1 block: -6%; Lamin A splicing: -7%; IMPase Li inh: 8%; Luc counter: -1%

How did COc1ccc(C2CC(c3ccccc3)=NN2C(=S)Nc2ccccc2)cc1 (centres undefined) do in these assays?
NPSR antag: -24%; GLA spleen mod: 0%; Epigenetic reg: -2.9%; CBFb RUNX1 block: -17%; IMPase Li inh: -12%; Luc counter: -1%

How did COc1nc(NS(=O)(=O)c2ccc(C)cc2)nc(C)c1Cl do in these assays?
NPSR antag: 4%[46.1 µM]; GLA spleen mod: 8%; Epigenetic reg: 1.9%; CBFb RUNX1 block: 4%; Lamin A splicing: 11%; IMPase Li inh: 21%[38.3 µM]; Luc counter: 1%

How did Nc1cc2c(cc1O)CCCC2 do in these assays?
NPSR antag: -5%; GLA spleen mod: 7%; Epigenetic reg: -2.8%; CBFb RUNX1 block: inconclusive; IMPase Li inh: 32%; Luc counter: -1%

What do the screens show for `COc1cc2c(cc1OC)C(C)N(Cc1ccc3c(c1)OCO3)CC2` (centres undefined)?
NPSR antag: -4%; GLA spleen mod: 0%; Epigenetic reg: 0.0%; CBFb RUNX1 block: 12%; IMPase Li inh: 9%

How did Cc1cccc2cc(C(c3nnnn3CC3CCCO3)N3CCc4ccccc4C3)c(=O)[nH]c12 (centres undefined) do in these assays?
NPSR antag: -7%[46.1 µM]; GLA spleen mod: 2%; Epigenetic reg: 1.5%; CBFb RUNX1 block: 8%; Lamin A splicing: 1%; IMPase Li inh: 1%[38.3 µM]; Luc counter: 2%

Results for CCN1CCN(c2cc(C)c3cc(NC(=O)Cc4ccc(OC)c(OC)c4)ccc3n2)CC1 ?
NPSR antag: -2%[46.1 µM]; GLA spleen mod: 10%; Epigenetic reg: 0.1%; CBFb RUNX1 block: 3%; Lamin A splicing: -10%; IMPase Li inh: 26%[38.3 µM]; Luc counter: 1%

How did Cc1cc(=O)oc2cc(OCC(=O)Nc3ccc(S(=O)(=O)N(C)C)cc3)ccc12 do in these assays?
NPSR antag: -4%; GLA spleen mod: 29%; Epigenetic reg: -1.3%; CBFb RUNX1 block: 3%

How did CCOc1cc(-c2c(C#N)c(N)nc3c2CCCC3)ccc1O do in these assays?
NPSR antag: -14%[46.1 µM]; GLA spleen mod: 3%; Epigenetic reg: -1.2%; CBFb RUNX1 block: 5%; Lamin A splicing: inconclusive; IMPase Li inh: 2%[38.3 µM]; Luc counter: 0%

How did CCOC(=O)c1cc2c(C)n(-c3ccc(N(C)C)cc3)c(C)c2cc(C(=O)OCC)c1=O do in these assays?
NPSR antag: -14%[46.1 µM]; GLA spleen mod: 3%; Epigenetic reg: -0.9%; CBFb RUNX1 block: 1%; Lamin A splicing: 10%; IMPase Li inh: -16%[38.3 µM]; Luc counter: -1%

What do the screens show for `COC(=O)C1=C(C)N(Cc2ccccc2)[C@]23O[C@](C(=O)OC)(C(=O)N2C1c1ccccc1)C1CCOC(=O)C13` (some centres undefined)?
GLA spleen mod: 7%[17.5 µM]; Epigenetic reg: 2.0%[10.1 µM]; CBFb RUNX1 block: -6%[13.1 µM]

How did O=C(O)C1CCN(C(=O)NC2CCCCC2)CC1 do in these assays?
NPSR antag: 0%[46.1 µM]; GLA spleen mod: 4%; Epigenetic reg: 0.8%; CBFb RUNX1 block: 10%; Lamin A splicing: 15%; IMPase Li inh: 19%[38.3 µM]; Luc counter: 2%

Results for Cc1nnc(NC(=O)CSC2=NN3CCCC(=O)N=C3S2)s1 ?
NPSR antag: 5%; GLA spleen mod: 4%; Epigenetic reg: 1.3%; CBFb RUNX1 block: 21%; Lamin A splicing: -19%[46 µM]; IMPase Li inh: 4%; Luc counter: 0%
